# Rv3671c protease: Rv3671c serine protease inhibitors, primary screen, biochemical, fluorescence polarization, M. tuberculosis H37Rv; actives 0.048% (n = 320,000); inhibition, % at 5.96 µM; P9WHR9; in the data active means inhibition above about 38%;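 further: extracellular domain of Rv3671c used as enzyme; 0% = enzyme with DMSO and 100% = no enzyme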
# Target sequence (P9WHR9 whole entry, looked up, the tested form may be a part): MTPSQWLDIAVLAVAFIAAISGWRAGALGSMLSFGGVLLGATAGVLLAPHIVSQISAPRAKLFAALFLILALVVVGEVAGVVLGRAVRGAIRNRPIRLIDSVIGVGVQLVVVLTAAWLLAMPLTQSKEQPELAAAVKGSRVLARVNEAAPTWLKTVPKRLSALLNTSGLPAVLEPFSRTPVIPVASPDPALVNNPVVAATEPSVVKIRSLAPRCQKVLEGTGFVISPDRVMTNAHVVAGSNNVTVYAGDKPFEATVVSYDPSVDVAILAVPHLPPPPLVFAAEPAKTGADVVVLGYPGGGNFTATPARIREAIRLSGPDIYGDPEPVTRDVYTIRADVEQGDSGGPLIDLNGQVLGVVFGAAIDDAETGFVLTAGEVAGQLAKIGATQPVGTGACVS
# CCHFV vOTU inh: CCHFV vOTU protease inhibitors, primary screen, biochemical, Pep-AMC substrate, fluorescence | Crimean-Congo hemorrhagic fever virus L polyprotein viral ovarian tumor (vOTU) protease … | inhibition, % at 11.5 µM | actives 0.55% (n = 370,000) | AID 651958, 2012; in the data active means inhibition above about 30%; further: 0% = vehicle wells with enzyme and 100% = no enzyme wells
# Yp Topo-I inh: Yersinia pestis topoisomerase I inhibitors, primary screen, biochemical, cleavage product accumulation, plate reader, single point | DNA topoisomerase I (Yersinia pestis CO92) | Y. pestis Topo-I cleavage product accumulation | activity, % at 10 µM | actives 0.064% (n = 360,000) | AID 504884, 2011; in the data active means activity above about 50%, passing the limit was not always enough; further: inactives centre near 2
# SSB-PriA inh: inhibitors of Klebsiella pneumoniae PriA binding to SSB C-terminal tail, primary screen, biochemical, AlphaScreen; inhibition, % at 33 µM; AID 1272365, 2023; PriA–SSB C-terminal tail interaction (Klebsiella pneumoniae); AlphaScreen SSBct-PriA binding, biotinylated peptide; actives 0.6% (n = 430,000); in the data active means inhibition mostly above about 37%, no sharp cut-off; inactive means mostly below about 20%;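 further: plate controls were negative control peptide for no effect and reference peptide for full effect; strong numbers were not always called active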
# VHR inh abs: VHR1 phosphatase inhibitors, primary screen, biochemical, absorbance, uHTS. Dual specificity protein phosphatase 3 (Homo sapiens), P51452. recombinant VHR phosphatase, pNPP absorbance. inhibition, % at 13.3 µM. actives 0.52% (n = 290,000). AID 1654, 2009; in the data active means inhibition above about 50%; further: some compounds called inactive have numbers as strong as hits
# Target sequence (P51452 whole entry, looked up): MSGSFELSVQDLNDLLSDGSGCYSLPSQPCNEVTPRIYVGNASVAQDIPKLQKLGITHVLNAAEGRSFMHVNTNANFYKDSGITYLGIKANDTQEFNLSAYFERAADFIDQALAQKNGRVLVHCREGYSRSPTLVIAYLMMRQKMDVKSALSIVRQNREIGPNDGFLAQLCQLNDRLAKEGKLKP
# TcdB GH inh: TcdB glycohydrolase inhibitors, primary screen, biochemical, single point, plate reader; inhibition, % at 9.99 µM; TcdB glycohydrolase enzymatic assay; actives 0.24% (n = 350,000); AID 652162, 2013; Toxin B (Clostridioides difficile), P18177; in the data active means inhibition above about 10%
# MazF activator: activators of E. coli MazEF toxin-antitoxin RNase, primary screen, biochemical, fluorescence, uHTS; actives 0.32% (n = 350,000); Endoribonuclease toxin MazF (Escherichia coli (strain K12)), P0AE70; activation, % at 20 µM; FAM/BHQ RNA-DNA oligo cleavage fluorescence, 5 h; in the data active means activation above about 50%
# Target sequence (P0AE70 whole entry, looked up): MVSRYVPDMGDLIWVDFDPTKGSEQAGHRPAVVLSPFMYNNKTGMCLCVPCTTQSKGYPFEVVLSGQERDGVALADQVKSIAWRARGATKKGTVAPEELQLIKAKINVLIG
# PrPC surface inh: inhibitors of human cell surface prion protein PrPC, primary screen, cell-based, TR-FRET. actives 0.43% (n = 370,000). Major prion protein (Homo sapiens), P04156. AID 720596, 2013. TR-FRET read-out. inhibition, % at 13.8 µM; in the data active means inhibition above about 24%; further: 0% = median of the test wells and 100% = reference compound wells
# 3CLpro inhibitor: SARS-CoV 3CLpro protease inhibitors, primary screen, biochemical, quenched FRET | Replicase polyprotein 1ab (Severe acute respiratory syndrome coronavirus), P0C6X7 | recombinant SARS-CoV 3CLpro, quenched FRET peptide cleavage | inhibition, % at 6 µM | actives 0.14% (n = 290,000); in the data active means inhibition above about 12%
# Vc quorum ag: inducers of Vibrio cholerae quorum light production without autoinducers, primary screen, BH1578 luxS cqsA deficient, single point; actives 0.16% (n = 350,000); AID 588436, 2011; activation, % at 18.7 µM; V. cholerae BH1578 lux reporter, luminescence, 6 h; in the data active means activation mostly above about 9.7%, no sharp cut-off; further: not every result past the cut was called active; inactives centre near 0; reference of the scale not given here
# An asterisk follows results filed as active; i = inactive; x = not tested or not shown; & = joins results of further samples.
SMILES,Rv3671c protease,CCHFV vOTU inh,Yp Topo-I inh,SSB-PriA inh,VHR inh abs,TcdB GH inh,MazF activator,PrPC surface inh,3CLpro inhibitor,Vc quorum ag
CC1(O)c2ccccc2C(=O)N1CCc1ccccc1F (stereo not given),0,7,3,-10,23,x,-3,-13,5,i
CC(C)(C)OC(=O)NCCc1nnc(SCC(=O)Nc2cccc(Cl)c2)o1,-3,11,19,7,14,x,3,5,-2,i
CCOC(=O)/C(=C/Nc1ccccc1)[N+](=O)[O-],-1,-2,2,x,30,-0.4,-7,-1,-4,x
O=C(O)c1[nH]c2ccccc2c1C(c1cc(Br)ccc1O)c1c(C(=O)O)[nH]c2ccccc12,16,35*,-7,5,18,0.8,-1,3,14*,-0.2
OCC1(CCc2ccccc2)CCN(Cc2cc(F)ccc2-n2cccn2)CC1,3,-4,9,-5,6,1.0,0,-6,-1,-0.2
Cc1ccc(CNC(=O)CCC(=O)n2ncc3cc(C)ccc32)cc1,0,-2,12,-11,10,3.6,-8,-1,-3,i
CC(C)(C)Cc1nnc(NC(=O)c2ccc([N+](=O)[O-])cc2)s1,-6,-10,-2,4,-8,-0.1,-6,-4,1,-0.2
O=C(CCCCCN1C(=O)c2ccccc2C1=O)Nc1nccs1,-2,-1,-2,-3,-19,x,-10,-1,-2,i
COc1ccccc1N1CCN(C(CNS(=O)(=O)c2ccccc2)c2cccnc2)CC1 (stereo not given),15,x,-4,6,-2,x,-8,x,-3,1.2
CC(=O)Nc1ccc(S(=O)(=O)Oc2cccc(/C=C3\SC(N)=NC3=O)c2)cc1,-66,12,4,x,-38,1.7,18,-15,3,-0.2
Cc1ccc(C(C(=O)NC2CCCCC2)N(Cc2ccco2)C(=O)C2COc3ccccc3O2)o1 (stereo not given),-1,1,0,-4,27,x,-4,-1,0,-0.2
O=C(Cn1nc(Cc2cccnc2)c2ccccc2c1=O)NCC1COc2ccccc2O1 (stereo not given),1,-3,11,-2,34,-0.1,-3,0,-5,i
Fc1ccc(COc2ccc(Cl)cc2/C=N/Nc2nc(N3CCCC3)nc(N3CCCC3)n2)cc1,4,-2,1,x,7,x,-6,-6,0,1.0
CCNc1ccc(C(=O)OCC(=O)c2cc(C)n(Cc3ccc4c(c3)OCO4)c2C)cc1[N+](=O)[O-],-6,-7,-1,4,-7,-0.3,1,-6,-6,i
Cc1ccc(CSCc2ccc(C(=O)NC3CC3)o2)cc1,-1,2,16,0,-4,1.9,2,5,-4,-0.3
O=C(NCc1ccc(Cl)cc1)c1ccc(-c2ccc(F)c(F)c2)c2ccoc12,x,-6,5,x,x,-0.8,x,0,x,0.3
COC(=O)[C@H](Cc1ccccc1)NC(=O)NCc1ccccc1OC,2,-15,6,2,3,x,-2,0,-1,i
Cc1c(C(=O)NC2CCCc3ccccc32)oc2ccc(S(=O)(=O)N3CCOCC3)cc12 (stereo not given),7,-3,5,-8,38,x,5,0,-5,i
COCCNC(=O)CN1C(=O)CSc2ccc(S(=O)(=O)N3CCOCC3)cc21,-5,11,-2,-10,25,1.5,2,-3,3,i
CCSc1nnc(NC(=O)c2cc3c(s2)CCCC3)s1,5,-3,2,-13,-11,x,-7,-7,2,-2.8
Clc1ccc(OCCCN2CCc3ccccc3C2)c(Br)c1,-1,4,25,-63,4,-1.3,-8,-5,1,-0.3
O=C(Nc1cc(Oc2ccccc2)cc([N+](=O)[O-])c1)C12CC3CC(C1)CC(n1cnc(Cl)n1)(C3)C2,-69,1,2,17,32,x,7,-6,2,i
O=C(NCc1ccc(Cl)cc1Cl)c1ccc2nc[nH]c2c1,4,5,-3,0,-1,x,-2,5,0,-0.2
CN(C)CC(=O)Nc1nc(-c2ccccc2)cs1,8,8,-7,-3,29,x,1,1,-4,-0.8
N=C1C(c2nc3ccccc3[nH]2)=C(O)CN1C1CCCCC1,1,-14,-5,4,-26,0.5,8,5,-2,-0.3

# Nothing new here: eleven of the compounds above.
SMILES,Rv3671c protease,CCHFV vOTU inh,Yp Topo-I inh,SSB-PriA inh,VHR inh abs,TcdB GH inh,MazF activator,PrPC surface inh,3CLpro inhibitor,Vc quorum ag
Cc1ccc(CSCc2ccc(C(=O)NC3CC3)o2)cc1,-1,2,16,0,-4,1.9,2,5,-4,-0.3
O=C(NCc1ccc(Cl)cc1)c1ccc(-c2ccc(F)c(F)c2)c2ccoc12,x,-6,5,x,x,-0.8,x,0,x,0.3
COC(=O)[C@H](Cc1ccccc1)NC(=O)NCc1ccccc1OC,2,-15,6,2,3,x,-2,0,-1,i
Cc1c(C(=O)NC2CCCc3ccccc32)oc2ccc(S(=O)(=O)N3CCOCC3)cc12 (stereo not given),7,-3,5,-8,38,x,5,0,-5,i
COCCNC(=O)CN1C(=O)CSc2ccc(S(=O)(=O)N3CCOCC3)cc21,-5,11,-2,-10,25,1.5,2,-3,3,i
CCSc1nnc(NC(=O)c2cc3c(s2)CCCC3)s1,5,-3,2,-13,-11,x,-7,-7,2,-2.8
Clc1ccc(OCCCN2CCc3ccccc3C2)c(Br)c1,-1,4,25,-63,4,-1.3,-8,-5,1,-0.3
O=C(Nc1cc(Oc2ccccc2)cc([N+](=O)[O-])c1)C12CC3CC(C1)CC(n1cnc(Cl)n1)(C3)C2,-69,1,2,17,32,x,7,-6,2,i
O=C(NCc1ccc(Cl)cc1Cl)c1ccc2nc[nH]c2c1,4,5,-3,0,-1,x,-2,5,0,-0.2
CN(C)CC(=O)Nc1nc(-c2ccccc2)cs1,8,8,-7,-3,29,x,1,1,-4,-0.8
N=C1C(c2nc3ccccc3[nH]2)=C(O)CN1C1CCCCC1,1,-14,-5,4,-26,0.5,8,5,-2,-0.3

# (cont.)
SMILES,Rv3671c protease,CCHFV vOTU inh,Yp Topo-I inh,SSB-PriA inh,VHR inh abs,TcdB GH inh,MazF activator,PrPC surface inh,3CLpro inhibitor,Vc quorum ag
O=C(CCCOc1ccc(Cl)cc1Cl)Nc1ccccc1C(=O)O,-11,3,10,3,8,-0.4,7,-6,6,-0.2
O=C(Nc1c2c(nn1-c1cccc(Cl)c1)CS(=O)(=O)C2)C1CC1,5,12,-7,-8,22,1.0,-9,-1,1,i
CN(C)CCCOc1ccc2c(c1)Sc1ccccc1CC2=O,-7,-7,-1,-4,9,x,9,-12,4,-0.3
CCOC(=O)C1CCc2sc(N)c(C#N)c21 (stereo not given),7,-5,-6,-17,13,0.8,-2,-1,-3,i
COc1ccccc1NC(=O)COc1ccc(C(=O)NC2CCCc3ccccc32)cc1OC (stereo not given),-1,-22,38,-1,8,1.8,4,0,8,-0.3
OCC#CC[N+]1(CC#Cc2ccccc2)CCCC1,2,12,0,3,-9,0.2,10,-1,-3,-0.6
CCOc1ccc(NC(=O)COC(=O)CCC(=O)c2cccs2)cc1,10,10,5,3,x,0.4,4,-13,x,-0.8
CCOc1cc(/C=C/c2ccc3cccc([N+](=O)[O-])c3n2)ccc1OCC(=O)N(C)C,-8,18,29,6,18,-0.5,10,-14,2,-0.4
CCOc1ccc(-n2c(N)c(C(=O)NCc3ccco3)c3nc4ccccc4nc32)cc1,-8,x,13,0,8,x,-2,x,-6,-0.3
O=C(CNc1ccc(Br)cc1)Nc1ccc(S(=O)(=O)N2CCCCC2)cc1,x,26,4,x,x,-0.5,-12,10,x,-0.4
Cc1nn(Cc2ccccc2Cl)c2sc(C(=O)OC3CCCC3=O)cc12 (stereo not given),-5,15,-7,-12,25,x,-4,10,4,-0.6
O=C(N1CCOCC1)N1CCN(S(=O)(=O)c2ccc(Cl)cc2)CC1,1,-6,-8,-11,15,-0.1,-1,7,0,i
COC(=O)CN1C(=O)C(O)(CC(=O)c2ccc(C)cc2)c2ccccc21 (stereo not given),-1,-2,-5,-1,2,x,6,-1,3,i
Cc1cccc(C)c1NC(=O)CN1CCN(C(=O)c2ccc(OCc3cn4ccccc4n3)cc2)CC1,0,8,10,-9,x,1.4,10,-3,x,-4.5
CC1(C)CC(=NOC(=O)c2ccccc2)CC(C)(C)N1,1,x,5,-4,16,-0.3,1,x,-10,-0.2
CN1C(C(=O)c2ccccc2)=C(N)c2ccccc2S1(=O)=O,6,10,-10,1,21,2.7,4,-7,-2,-0.4
Cc1cc(C)nc(-n2cc(C(=O)c3cc(F)ccc3O)cn2)n1,2,-3,-7,-10,-4,-0.6,-12,-5,3,i
COC(=O)CSc1nnc(-c2cccc(NC(=O)c3ccc(C)cc3)c2)n1C,3,-1,-2,10,-6,x,7,-1,-6,i
Cc1ccc(C)c(Nc2c([N+](=O)[O-])ccc3nonc23)c1,6,4,1,50*,14,0.9,8,-3,0,i
COc1ccc(OC)c(N(CC(=O)NCCSCc2ccco2)S(=O)(=O)c2ccc(OC)c(OC)c2)c1,-2,-4,28,-4,20,-0.9,0,5,5,1.0
CC(=O)CC1(C)OC(N)=C(C#N)C1(C#N)C#N (stereo not given),-2,9,-6,1,-3,x,-5,-1,-6,i
CC(C)=CCC/C(C)=C/CC/C(C)=C/COc1ccc2ccc(=O)oc2c1,0,-25,15,-22,x,-0.2,-2,1,x,-0.2
CSCCC(NC(=O)C1CC1)c1nc2ccccc2[nH]1 (stereo not given),5,-2,8,-25,12,x,4,5,1,-1.3
CCNC(=O)c1ccc2c(c1)C1C3CCC(C3)C1C(c1ccccc1)N2 (stereo not given),9,-4,6,4,-10,1.4,-6,0,4,-0.1
Cc1ccc(C)c(SCC(=O)Nc2cccnc2Cl)c1,0,-1,7,-10,-8,-1.3,4,7,0,0.7

# The results go on:
SMILES,Rv3671c protease,CCHFV vOTU inh,Yp Topo-I inh,SSB-PriA inh,VHR inh abs,TcdB GH inh,MazF activator,PrPC surface inh,3CLpro inhibitor,Vc quorum ag
c1ccc2c(c1)OC(CCCN1CCCCC1)c1ccccc1S2 (stereo not given),-13,16,2,-3,13,x,19,13,-7,-0.4
Cc1ccc2c(c1)N(CC(=O)N1CCCC1)C(=O)C(C)O2 (stereo not given),6,-11,6,-4,-3,0.1,1,2,0,i
CN(C)[C@@H]1C(=O)C(C(N)=O)=C(O)[C@@]2(O)C(=O)C3=C(O)c4c(O)cccc4[C@@](C)(O)C3[C@H](O)C12 (stereo not given in full),17&14,3,-9&-11,3,x,-5.1,-16&1,1,x,-0.7
CNc1nc(-c2cccs2)cc(C(F)(F)F)c1C#N,-4,-41,1,-12,13,1.7,-5,-4,3,i
COc1cc(C2Nc3ccccc3NC3=C2C(=O)CC(C)(C)C3)cc(OC)c1OC(C)=O (stereo not given),2,-4,0,-8,22,0.9,5,7,-1,-0.3
CCN(CC)c1ccc(C(=O)OCC(=O)Nc2ncccn2)cc1,-3,6,-1,-1,x,0.9,4,-1,x,i

# Screening results from PubChem BioAssay.

# An excerpt. The share of hits here may be higher or lower than overall.
